CHT allo act: CHT positive allosteric modulators, primary screen, cell-based, membrane potential dye, choline EC20; CHT-expressing cells; hits give high values; LV-AA mutant CHT in HEK293 cells; High affinity choline transporter 1 (Homo sapiens), Q9GZV3; actives 0.49% (n = 310,000); B-score at 10 µM;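 active = initial fluorescence not abnormally high and integrated response B-score, plate-corrected, over 3 SD above library mean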
Target sequence (Q9GZV3 whole entry, looked up): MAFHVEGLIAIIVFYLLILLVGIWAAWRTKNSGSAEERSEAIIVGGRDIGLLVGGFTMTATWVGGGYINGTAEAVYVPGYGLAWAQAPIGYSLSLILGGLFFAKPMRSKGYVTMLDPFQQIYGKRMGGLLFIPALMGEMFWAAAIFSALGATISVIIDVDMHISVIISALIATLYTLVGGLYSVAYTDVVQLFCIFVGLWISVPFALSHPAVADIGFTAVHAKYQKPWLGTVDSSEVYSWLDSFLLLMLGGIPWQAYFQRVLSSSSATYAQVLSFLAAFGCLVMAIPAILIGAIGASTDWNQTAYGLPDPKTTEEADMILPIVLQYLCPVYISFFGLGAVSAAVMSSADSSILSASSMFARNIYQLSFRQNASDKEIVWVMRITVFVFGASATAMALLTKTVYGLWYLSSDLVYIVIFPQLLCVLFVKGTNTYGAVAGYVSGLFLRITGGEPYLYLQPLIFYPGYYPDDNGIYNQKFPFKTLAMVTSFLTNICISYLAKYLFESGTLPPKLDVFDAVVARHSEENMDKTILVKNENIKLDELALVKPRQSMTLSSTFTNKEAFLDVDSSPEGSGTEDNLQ
CHT block: inhibitors of human choline transporter CHT | High affinity choline transporter 1 (Homo sapiens), Q9GZV3 | CHT-expressing cells, membrane potential dye, choline response; hits give low values | B-score at 10 µM | actives 0.86% (n = 310,000) | AID 488975, 2010;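 active = B-score over 3 SD under the library average, and starting fluorescence ratio not unusually high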;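 note: choline stimulus applied at its EC90 after an EC20 pre-addition; B-score computed on integrated fluorescence ratio after choline addition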
STK33 kinase inh: inhibitors of purified STK33 kinase, primary screen, biochemical, ADP-Glo luminescence, homogeneous, cell-free. Serine/threonine-protein kinase 33 (Homo sapiens), Q9BYT3. MBP phosphorylation. inhibition, % at 10 µM. actives 0.073% (n = 320,000). AID 2661, 2010;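 active = inhibition at or above 25%, using the most active replicate where run in duplicate; inactive = inhibition below 25%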
Target sequence (Q9BYT3 whole entry, looked up): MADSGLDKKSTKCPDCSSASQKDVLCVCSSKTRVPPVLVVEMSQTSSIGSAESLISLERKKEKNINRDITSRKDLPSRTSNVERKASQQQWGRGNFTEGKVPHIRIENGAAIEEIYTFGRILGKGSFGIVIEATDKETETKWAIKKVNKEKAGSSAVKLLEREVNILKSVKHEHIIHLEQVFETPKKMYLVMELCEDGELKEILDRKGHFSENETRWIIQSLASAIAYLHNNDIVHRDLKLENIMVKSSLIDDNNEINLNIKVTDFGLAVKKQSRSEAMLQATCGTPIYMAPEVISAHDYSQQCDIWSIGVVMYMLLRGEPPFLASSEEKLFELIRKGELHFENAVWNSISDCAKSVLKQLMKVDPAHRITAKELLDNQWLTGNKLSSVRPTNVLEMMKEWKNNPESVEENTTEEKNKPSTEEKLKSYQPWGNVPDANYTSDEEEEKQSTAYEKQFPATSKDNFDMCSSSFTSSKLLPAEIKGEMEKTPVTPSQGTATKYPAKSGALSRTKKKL
The depositor's hits bear a star; i = inactive; x = no result given.

SMILES	CHT allo act	CHT block	STK33 kinase inh
CC(C)C1=NN(C(=O)c2ccccc2)C(O)(C(C)(C)C)C1 (stereo not given)	i	i	-2.5
Cn1c(C(C(=O)NCC2CCCO2)N(C(=O)Cn2nnc3ccccc32)C2CCCCC2)nc2ccccc21 (stereo not given)	i	i	-0.9
COCCc1nnc(NC(=O)C(C)C)s1	i	i	0.0
Nc1ccccc1C#Cc1ccc2[nH]ccc2c1	i	i	-1.2
CS(=O)(=O)c1ccc(-c2cccc(NC(=O)COc3ccccc3)c2)nn1	i	i	0.9
COc1ccc(CCNC(=O)C(=O)Nc2nccs2)cc1OC	i	i	-1.2
Cn1c(SCC(=O)NNC(=O)c2ccc(Br)cc2)nnc1-c1cccnc1	i	i	-0.3
COc1ccccc1N(CC(=O)NCCN1CCOCC1)S(=O)(=O)c1ccccc1	i	i	0.4
Cc1cc2c(c(SCC(=O)N(C)c3ccccc3)n1)C(=O)OC2	i	i	-0.3
CCCCNC(=O)Cn1c(=O)oc2cc(S(=O)(=O)N3CC(C)CC(C)C3)ccc21 (stereo not given)	i	i	-1.6

One compound at a time, as listed above. Order of screens: CHT allo act | CHT block | STK33 kinase inh
Nc1ccccc1C#Cc1ccc2[nH]ccc2c1 across the screens: i | i | -1.2
Cc1cc2c(c(SCC(=O)N(C)c3ccccc3)n1)C(=O)OC2 across the screens: i | i | -0.3

Further entries:
SMILES	CHT allo act	CHT block	STK33 kinase inh
COc1ccccc1C1=NOC(COC(=O)c2ccc3ccccc3n2)C1 (stereo not given)	i	i	0.2
O=C(Cc1ccc(-n2c(=O)[nH]c3ccccc3c2=O)cc1)N1CCN(c2cccc(Cl)c2)CC1	i	i	-2.6
Cc1ccc(S(=O)(=O)Cc2cccc(C(=O)N3CCOCC3)c2)cc1	i	i	4.8
COc1nnc(-c2ccc(C)c(S(=O)(=O)NCC3CCCO3)c2)c2ccccc12 (stereo not given)	i	i	-2.7
Cc1ccccc1CNC1CCCCC1	i	i	10.5
CCOC(=O)c1c(C)nc2sc3c(=O)n(-c4ccc(C(C)=O)cc4)cnc3c2c1-c1ccc(Cl)cc1	i	i	0.7
O=C(CCCNC(=O)c1ccc(Cl)cc1)OCc1cccc(Br)c1	i	i	-0.3
COc1ccc(C/C(N)=N/OC(=O)Cc2ccccc2)cc1OC	i	i	-4.3
O=[N+]([O-])c1ccc2c(c1)S(=O)c1ccccc1-2 (stereo not given)	i	i	-1.0
O=C1CN(S(=O)(=O)c2ccc(Br)cc2)c2ccccc2N1	i	i	-0.8
Cc1cc(=O)oc2c3c4c(cc12)OCCN4CCC3	i	i	4.8
CCOCCCNC(=O)CCNC(=O)c1cc(OC)c(OC)c(OC)c1	i	i	1.5
CC(=O)c1ccc(NC(=O)C2CCCC2)cc1	i	i	-2.2
COc1ccc(C(=O)CC(=O)O)c2c1C=CC(C)(C)O2	i	i	-0.8
CC(NC(=O)Nc1ccccc1C(F)(F)F)C1CCCO1 (stereo not given)	i	i	-0.1
Cc1nc2c3ccccc3nc(NNC(=O)CCC(=O)NCCC(C)C)n2n1	i	i	x
CN1CCN(NC(=O)c2cn(-c3ccccc3)nc2-c2cccs2)CC1	i	i	0.9
COC(=O)c1ccccc1OCC(=O)N1CCN(c2ccc(OC)cc2)CC1	i	i	0.1
CC(C)(C)c1ccc(NC(=O)COC(=O)CCc2nc3ccccc3c(=O)[nH]2)cc1	i	i	-2.4
C(=N\N1CCN(C2c3ccccc3-c3ccccc32)CC1)/c1cccnc1	i	i	-0.9
O=C(Nc1c2c(nn1-c1ccc([N+](=O)[O-])cc1)CS(=O)(=O)C2)c1ccco1	i	i	0.5
CC(=O)NC1(C(F)(F)F)C(=O)Nc2c1c(=O)[nH]c(=O)n2CCc1ccccc1 (stereo not given)	i	i	-1.4
Cc1cccn2c(=O)c3cc(C(=O)N4COCC4(C)C)sc3nc12	i	i	x
Cc1ccnc2nc(C(=O)OCC(=O)N3CCc4ccccc43)nn12	i	i	-1.3
CCCCn1c(SCC(=O)NCc2ccco2)nc2c1c(=O)n(C)c(=O)n2C	i	i	0.3
COc1ccc(CC(C)CC(=O)NCCc2ccc(OC)c(OC)c2)cc1 (stereo not given)	i	i	-1.5
Cc1ccc(C(=O)NN2C(=O)C3C4c5ccccc5C(c5ccccc54)C3C2=O)cc1 (stereo not given)	i	i	-2.1
CON(C)c1nc(OCC#N)nc(N(C)C)n1	i	i	x
COc1ccc(C)cc1N(C(=O)c1ccco1)C(C(=O)NC1CCCC1)c1cc(OC)c(OC)c(OC)c1 (stereo not given)	i	i	-1.4
CC(C)N1C(=O)CN(C2CCCCCC2)C(=O)C1c1ccccc1F (stereo not given)	i	i	-1.5
COc1cc(NC(=O)C2CCCN2S(=O)(=O)c2ccc3c(c2)CC(C)N3C(C)=O)cc(OC)c1 (stereo not given)	i	i	-0.7
O=c1c2ccccc2ncn1C1CCCCC1	i	i	-1.9
O=C(O)C1=C[C@H](C2CC2)C[C@H](OCc2ccc(CO)cc2)O1	i	i	-1.1
CCN1CCN(C(=O)CCN2C(=O)c3ccccc3S2(=O)=O)CC1	i	i	-1.3
O=C(O)CCCn1cc(NC(=O)COc2cccc(Cl)c2)cn1	i	i	-1.4
O=C(CSCc1cc(=O)n2ccsc2n1)Nc1ccccc1	i	i	0.4
CC(C)COC(=O)NC1c2ccccc2Oc2ccccc21	i	i	-2.0
COc1ccc(C(CNC(=O)c2ccc(S(=O)(=O)N(C)C)cc2)N(C)C)cc1 (stereo not given)	i	i	-0.5
CCOC(=O)C1CCN(Cc2c(F)cccc2Cl)CC1	i	i	-0.1
COc1ccc(OC)c(C(Nc2ccccc2)P(=O)(OC(C)C)OC(C)C)c1 (stereo not given)	i	i	-0.7
COCCn1c(=O)[nH]c2cc(C(=O)Nc3cc(C)cc(C)c3)ccc2c1=O	i	i	0.8
CC1=C(C#N)C(c2cn(-c3ccccc3)nc2-c2cccs2)C(C#N)=C(C)N1	i	i	-0.8
CCOc1ccc(CCNC(=O)c2oc3c(c2C)-c2[nH]ncc2CC3)cc1OCC	i	i	1.7
CCOC(=O)c1sc(-c2ccc(C(F)(F)F)cc2)nc1O	i	i	-2.3
CCOC(=O)c1nn(-c2ccc(Cl)cc2)c(=O)c(C#N)c1C	i	i	0.2
CC(C)(C)C1CCc2c(sc(NC(=O)c3ccncc3)c2C(N)=O)C1 (stereo not given)	i	i	-0.3
Cc1nn(CC2CC2)c(=O)n1-c1ccccc1F	i	i	-1.4
O=C(NCc1cccnc1)c1cccnc1Sc1ccc(Cl)cc1	i	i	-0.7
COc1cc(C(=O)NCc2nnc(SCC(=O)N3CCCCC3)o2)cc(OC)c1OC	i	i	-1.5
Cc1ccnc(NC(=O)c2cccc([N+](=O)[O-])c2C)c1	i	i	1.1

Retrieved by compound from the list above:
SMILES	CHT allo act	CHT block	STK33 kinase inh
Cc1ccc(S(=O)(=O)Cc2cccc(C(=O)N3CCOCC3)c2)cc1	i	i	4.8
CC(C)(C)C1CCc2c(sc(NC(=O)c3ccncc3)c2C(N)=O)C1 (stereo not given)	i	i	-0.3
Cc1nc2c3ccccc3nc(NNC(=O)CCC(=O)NCCC(C)C)n2n1	i	i	x
O=C1CN(S(=O)(=O)c2ccc(Br)cc2)c2ccccc2N1	i	i	-0.8
COc1ccc(C(CNC(=O)c2ccc(S(=O)(=O)N(C)C)cc2)N(C)C)cc1 (stereo not given)	i	i	-0.5
COCCn1c(=O)[nH]c2cc(C(=O)Nc3cc(C)cc(C)c3)ccc2c1=O	i	i	0.8
O=[N+]([O-])c1ccc2c(c1)S(=O)c1ccccc1-2 (stereo not given)	i	i	-1.0

Continued:
SMILES	CHT allo act	CHT block	STK33 kinase inh
COCCn1c(=O)[nH]c2cc(C(=O)N3CCN(c4ccccc4F)CC3)ccc2c1=O	i	i	-3.0
CCOc1ccc2[nH]c(=O)c(CN(Cc3ccc(C)cc3)C(=O)N3CCCC3)cc2c1	i	i	x
C=CCSc1nc(Oc2ccccc2)c2sccc2n1	i	i	-0.8
Cc1cccc(N(CC(=O)Nc2ccc(F)cc2)S(C)(=O)=O)c1	i	i	-1.8
Cc1ccc(C(CC(=O)NCc2ccco2)c2ccc(OC(C)C)cc2)cc1 (stereo not given)	i	i	0.2
C=CCNC(=O)c1ccccc1NS(=O)(=O)c1ccccc1	i	i	-0.6
O=C(Nc1ncc(S(=O)(=O)c2ccc([N+](=O)[O-])cc2)s1)c1ccc2ccccc2c1	i	i	-0.1
OC(COc1ccc(OCC(O)CN2CCCCCC2)cc1)CN1CCCCCC1 (stereo not given)	i	i	-0.1
CCn1c(CC(=O)Nc2ccccc2)nnc1SCc1nc2ccccc2c(=O)[nH]1	i	i	-0.6
Cc1nn(C)c(C)c1S(=O)(=O)N(CC(=O)N1CCc2ccccc2C1)c1ccc(C(C)C)cc1	i	i	1.5
CCOC(=O)/C=c1\s/c(=C\c2ccccc2C)c(=O)n1CC(=O)NCc1ccc2c(c1)OCO2	i	i	-1.9
COc1ccc(CC(=O)Nc2cccnc2)cc1	i	i	-1.1
O=C(N/C=N/OCc1ccc(Cl)cc1Cl)NOCc1ncc(C(F)(F)F)cc1Cl	i	i	-1.7
COc1ccc(C(CNS(=O)(=O)c2ccccc2)N2CCN(C)CC2)cc1 (stereo not given)	i	i	-0.1
CCOc1ccccc1NC(=O)CCc1nnc2ccc(N3CCC(C)CC3)nn12	i	i	0.3
O=C(NCc1ccc2c(c1)OCO2)C1CCCN(S(=O)(=O)c2cccc3cccnc23)C1 (stereo not given)	i	i	-1.5
FCCCOc1ccc(/C=N/OCc2ccc(Cl)cc2)cc1	i	i	-2.3
CCOC(=O)c1c(-c2ccc(F)cc2)cn2ccccc12	i	i	-0.2
CCOc1ccc(-n2c(-c3ccco3)n[nH]c2=S)cc1	i	i	0.1
O=C(CN1C(=O)NC(Cc2c[nH]c3ccccc23)C1=O)Nc1cccc(S(=O)(=O)N2CCCCCC2)c1 (stereo not given)	i	i	-0.3
COCCNCC(=O)NCC12CC3CC(CC(C3)C1)C2	i	i	-0.6
Cc1c(C(=O)Nc2ccc(Nc3ccccc3)cc2)cccc1[N+](=O)[O-]	i	i	-0.7
COc1ccc([N+](=O)[O-])cc1/C=N/NC(=O)/C(=C\c1cccs1)NC(=O)c1ccccc1	i	i	-0.6
Cc1cc(-c2n[nH]c(=S)n2-c2ccccc2C)cs1	i	i	-0.5
Cc1cccc(N(C)S(=O)(=O)c2cc3c(cc2C)n(C)c(=O)c(=O)n3C)c1	i	i	0.7
Cc1ccc(C(=O)O/N=C/c2ccc3c(c2)OCO3)cc1	i	i	-0.5
O=C(Nc1c2c(nn1-c1ccccc1)CS(=O)C2)c1ccco1 (stereo not given)	i	i	-1.1
CCS(=O)(=O)N1Cc2ccccc2CC1C(=O)Nc1ccc(OC)cc1OC (stereo not given)	i	i	-0.5
O=C(COc1ccc(F)cc1)c1ccc2c(c1)CCCC2	i	i	0.6
CCN(CC)c1ccc(C2C(C(C)=O)C(=O)CC(C)(O)C2C(C)=O)cc1 (stereo not given)	i	i	-0.4
CC(=O)c1ccc(NC(=O)NNS(=O)(=O)c2ccc([N+](=O)[O-])cc2)cc1	i	i	-0.2
CNC(=O)c1c(C)nc(SCC(=O)NCc2ccc(OC)cc2)c(C#N)c1-c1ccco1	i	i	-1.1
O=S(=O)(c1ccc2c(c1)C(=NO)c1cc(S(=O)(=O)N3CCCCC3)ccc1-2)N1CCCCC1	i	i	-0.8
O=C(NCc1ccc(F)cc1)c1ccc(CS(=O)(=O)c2ccc(Br)cc2)o1	i	i	-1.4
C=CCn1c(SCCOc2ccccc2)nnc1C(C)NC(=O)c1ccccc1 (stereo not given)	i	i	0.4
CCOc1ccc2nc(/N=C/c3nc(-c4ccccc4)oc3O)sc2c1	i	i	-2.3
CN(c1ccc(C(=O)N2CCCCC2)cc1)S(C)(=O)=O	i	i	-1.5
Cc1cc([N+](=O)[O-])nn1CCCC(=O)Nc1sc2c(c1C(N)=O)CCCC2	i	i	-0.9
N#CCC(=O)NNC(=S)Nc1ccccc1C(F)(F)F	i	i	-0.7
CC1CCCN(CCCNC(=O)c2cc3c(s2)-c2ccccc2OC3)C1 (stereo not given)	i	i	0.2

Ordered by length of the SMILES (lowest first): some entries from above.
SMILES	CHT allo act	CHT block	STK33 kinase inh
C=CCn1c(SCCOc2ccccc2)nnc1C(C)NC(=O)c1ccccc1 (stereo not given)	i	i	0.4
O=C(NCc1ccc(F)cc1)c1ccc(CS(=O)(=O)c2ccc(Br)cc2)o1	i	i	-1.4
CNC(=O)c1c(C)nc(SCC(=O)NCc2ccc(OC)cc2)c(C#N)c1-c1ccco1	i	i	-1.1

(more compounds)
SMILES	CHT allo act	CHT block	STK33 kinase inh
CC(C)CC(=O)NC(=S)Nc1ccc(S(=O)(=O)N2CCN(C)CC2)cc1	i	i	-0.7
CCN(CC)C(=O)CSc1nnc(-c2ccccc2)n1-c1ccccc1	i	i	-1.1
CCOc1ccc(NS(=O)(=O)c2cc(NC(=O)CCC(=O)c3cccs3)ccc2Cl)cc1	i	i	-0.3
O=C(NC(=S)NC1CCSC1=O)c1ccccc1Cl (stereo not given)	i	i	-1.6
COc1ccccc1CNC(=O)C(=O)NCC1OCCN1S(=O)(=O)c1cccs1 (stereo not given)	i	i	-0.8
COc1ccc(C(=O)Nn2c(CCC(=O)O)ccc2-c2ccc(C)cc2)cc1OC	i	i	-1.1
Cc1cccc(CN2CCC(CNC(=O)CSc3cc(=O)n(C)c4cc(Cl)ccc34)CC2)c1	6.37*	i	0.2
O=C(NCCNC(=O)c1cc(OCC(F)(F)F)ccc1OCC(F)(F)F)Nc1cccc(C(F)(F)F)c1	i	i	0.0
COc1ccc(NC(=O)COc2ccc(CNCCCN3CCOCC3)cc2OC)cc1	i	i	-0.6
O=C(CN1C(=O)NC(c2ccccc2)(c2ccccc2)C1=O)Nc1cccnc1Cl	i	i	x
